High-throughput results as filed in PubChem BioAssay.
Nrf2 ARE act: qHTS of Nrf2 Activators | Potency, µM (titrated, usually from 46.1 µM), inactives show at the highest dose activation, usual class: activators | AID 624171, 2012 | AREc32 ARE-luciferase reporter (MCF7-derived line), luminescence, 24 h | actives 0.31% (n = 410,000); note: potency is the fitted concentration of half-maximal effect; % of control where 0% means no effect; nearly all actives have a fitted effect of over 65% in size
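Reporter line AREc32 (ARE-Fluc), seeded overnight in OPTI-MEM with 5% FBS; compound pin-transferred, 24 hr at 37 deg C, 5% CO2; luminescent read-out.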
TGFb SMAD3 inh: qHTS for Inhibitors of TGF-b; actives 1.2% (n = 410,000); Potency, µM (top dose mostly 46.1 µM), for the others: at the highest dose activity, negative = inhibition, actives largely listed as inhibitors; HepG2 CAGA-GFP TGF-b/SMAD3 reporter, GFP fluorescence, 18 h; TGF-beta stimulated, 500 pg/mL final; note: potency is the fitted concentration of half-maximal effect; % is set by controls: 0 for no effect and ±100 for the full control effect; nearly all actives have a fitted effect of over 65% in size
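Using HEPG2 CAGA-GFP reporter cells at 1000 cells/well, we pinned test compounds, stimulated with recombinant TGF-beta (500 pg/mL final) and measured total well GFP after 18 h.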
MmCpn inh: Inhibitors of TCP-1 ring complex (TRiC) of Methanococcus maripaludis (MmCpn): qHTS. Chaperonin Mm-Cpn (Methanococcus maripaludis). purified Mm-Cpn ATPase, ADP Transcreener TR-FRET. Potency, µM (highest dose often 76.9 µM), without a hit: top-dose activity, negative = inhibition, most hits filed as inhibitors. actives 0.031% (n = 330,000). AID 504842, 2011; note: potency is the fitted concentration of half-maximal effect; % is set by controls: 0 for no effect and ±100 for the full control effect; nearly all actives have a fitted effect of over 80% in size
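ATPase read-out: TR-FRET ADP immunoassay (anti-ADP Eu cryptate vs ADP-d2), ex 320 nm, em 590/665 nm; signal drops as ADP forms. Enzyme 25 nM, ATP 10 uM, 30 min at 37°C after 10 min compound preincubation.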
CCT modulator: High-Throughput Screening for Modulators of Cytosolic Chaperonin Activity. actives 0.3% (n = 360,000). purified chaperonin ATPase assay, HTRF ADP detection, 30 min. activity change, % (no concentration beside the values), hits read low; in the data active = activity change below about -30%; note: % is set by controls: 0 for no effect and ±100 for the full control effect
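TRiC (40 or 20 nM final, by batch activity) in 30 mM Tris pH 7.4, 100 mM KCl, 5 mM MgCl2, 1 mM DTT was treated with compound at 76 uM single dose, then 10 uM ATP, 30 min at 37 °C. ADP was read by HTRF Transcreener.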
EPAC2 ag: qHTS for Agonist of cAMP-regulated guanine nucleotide exchange factor 4 (EPAC2): primary screen. Rap guanine nucleotide exchange factor 4 (Homo sapiens), Q8WZA2. EPAC2 activation, biochemical qHTS; response scale: 100% = 6.5 mM cAMP response. Potency, µM (titrated, usually from 154 µM), without a hit: top-dose activation, hits mostly activators. actives 0.079% (n = 360,000). AID 720711, 2013; note: potency is the fitted concentration of half-maximal effect; nearly all actives have a fitted effect of over 50% in size
Target sequence (Q8WZA2 whole entry, looked up): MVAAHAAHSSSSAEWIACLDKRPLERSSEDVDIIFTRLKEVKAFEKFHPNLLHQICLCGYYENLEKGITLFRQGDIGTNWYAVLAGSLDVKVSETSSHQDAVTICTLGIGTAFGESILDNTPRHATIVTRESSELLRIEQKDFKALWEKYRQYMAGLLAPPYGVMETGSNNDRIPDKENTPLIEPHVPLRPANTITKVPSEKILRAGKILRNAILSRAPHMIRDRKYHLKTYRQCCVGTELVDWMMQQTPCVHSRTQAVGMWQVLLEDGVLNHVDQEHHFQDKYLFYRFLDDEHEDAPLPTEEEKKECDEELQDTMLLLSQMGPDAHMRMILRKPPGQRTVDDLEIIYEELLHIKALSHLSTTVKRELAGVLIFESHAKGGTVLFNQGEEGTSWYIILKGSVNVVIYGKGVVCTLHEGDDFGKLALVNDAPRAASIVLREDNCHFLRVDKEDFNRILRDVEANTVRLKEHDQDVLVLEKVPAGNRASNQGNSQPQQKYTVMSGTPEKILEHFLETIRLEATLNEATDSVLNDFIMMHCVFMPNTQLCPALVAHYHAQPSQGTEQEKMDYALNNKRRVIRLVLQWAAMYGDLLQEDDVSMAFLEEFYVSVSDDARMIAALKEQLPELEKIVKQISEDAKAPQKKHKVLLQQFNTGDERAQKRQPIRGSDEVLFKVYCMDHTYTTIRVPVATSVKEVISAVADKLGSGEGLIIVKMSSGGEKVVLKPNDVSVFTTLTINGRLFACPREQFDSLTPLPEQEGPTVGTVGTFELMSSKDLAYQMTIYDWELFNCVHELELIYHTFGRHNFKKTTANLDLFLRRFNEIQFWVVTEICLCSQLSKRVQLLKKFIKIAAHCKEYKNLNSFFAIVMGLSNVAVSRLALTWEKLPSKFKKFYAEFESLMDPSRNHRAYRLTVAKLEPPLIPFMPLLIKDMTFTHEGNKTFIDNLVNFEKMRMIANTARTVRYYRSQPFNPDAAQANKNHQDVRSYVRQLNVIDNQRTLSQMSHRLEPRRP
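Nucleotide exchange monitored as fluorescence drop when BODIPY-GDP leaves Rap1B. Reaction: 100 nM EPAC2, 250 nM RAP1B-BODIPY-GDP, 50 uM GDP, room temperature, kinetic read over 30 min. Activity expressed relative to 6.5 mM cAMP.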
pAkt inh: HTS Assay for Inhibitors of Akt Phophorylation: Primary Screen. Neuro2A IGF-stimulated pAkt S473 HTRF, 20 min; stronger effect = lower value. activity change, % for hits at 50 µM. actives 0.32% (n = 360,000). AID 651550, 2012; in the data active = activity change below about -80%; inconclusive = mostly about -51% to -80%; note: % is set by controls: 0 for no effect and ±100 for the full control effect
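Neuro2A cells in DMEM with 0.5% FBS, overnight at 37 deg C, given compound at single 50 µM final, then IGF (6 nM final) for 20 min at 37 deg C. Lysed; phospho-Akt Ser473 by HTRF after 24 h, 665/615 ratio.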
A549 viability: Nrf2 qHTS screen for inhibitors: counterscreen for cytotoxicity; A549 ARE-Fluc cells, CellTiter-Fluor viability, 18-24 h; Potency, µM (top dose mostly 46 µM), inactives show at the top dose activity change, negative = cytotoxicity, usual class: inhibitors; actives 0.16% (n = 390,000); note: potency is the fitted concentration of half-maximal effect; % is set by controls: 0 for no effect and ±100 for the full control effect
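A549 ARE_Fluc cells in 5% FBS OPTI-MEM were exposed to compounds in concentration-response for 18-24 h at 37 deg C. Viability was read by CellTiter-Fluor fluorescence (Ex 405/Em 525) after 30 min, before the luciferase read.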
Nrf2 block: Nrf2 qHTS screen for inhibitors; A549 ARE-Fluc reporter, luciferase luminescence, 18-24 h; Potency, µM (highest dose often 46 µM), inactives show top-dose activity change, negative = inhibition, hits mostly inhibitors; actives 2.1% (n = 360,000); note: potency is the fitted concentration of half-maximal effect; % is set by controls: 0 for no effect and ±100 for the full control effect; nearly all actives have a fitted effect of over 60% in size
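A549 ARE_Fluc cells (5000/well, 5% FBS OPTI-MEM) pre-incubated 2 h, then treated with compounds 18-24 h at 37C/5% CO2 in concentration-response. CellTiter-Fluor viability read first; BugLite luciferase luminescence after 15 min at room temperature gives Nrf2 activity.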
EPAC2 antag: qHTS for Antagonist of cAMP-regulated guanine nucleotide exchange factor 2 (EPAC2): primary screen | Rap guanine nucleotide exchange factor 4 (Homo sapiens), Q8WZA2 | EPAC2 GEF exchange of Rap1B-BODIPY-GDP, fluorescence | Potency, µM (series often up to 114 µM), without a hit: at the highest dose activity, negative = inhibition, usual class: inhibitors | actives 0.18% (n = 360,000); note: potency is the fitted concentration of half-maximal effect; % is set by controls: 0 for no effect and ±100 for the full control effect; nearly all actives have a fitted effect of over 45% in size; many of its hits are not listed in these tables
* hit, by the source's call; i = inactive; ? = inconclusive; / = no result given; [ ] = remark or other dose. Unless noted, calls come from the whole dose curve; as a rule, active = well fitted curve in the direction sought with a large enough effect; inconclusive = small, poorly fitted or top-dose-only effect, or another doubt; inactive = no such curve, though single readings can be large; an effect the other way counts as inactive or inconclusive. An excerpt, so the mix of outcomes need not match the whole.

Preview:
SMILES	Nrf2 ARE act	TGFb SMAD3 inh	MmCpn inh	CCT modulator	EPAC2 ag	pAkt inh	A549 viability	Nrf2 block	EPAC2 antag
COc1cc(-c2nc3ccccn3c2Nc2ccccc2C)ccc1O	10%	31%[activator]	/	/	/	/	1%	9%	/
CCc1c(O)nc(SCC(=O)Nc2ccccc2C)n(-c2ccc(C)cc2)c1=O	1.5%	-1%	2%	-1.6	3%	i	-5%	3%	0%
O=C(COc1ccc(C2SCCS2)cc1)Nc1ccc(Cl)cc1	-0.4%	-2%	0%	-3.1	7%	i	-4%	10%	1%
CC(C)c1ccc(S(=O)(=O)N2CCC(C(=O)NCc3ccco3)CC2)cc1	-0.5%	-8%	0%	0.6	2%	i	-3%	-24%	-2%
Cc1c(OCC(=O)N2C[C@H]3C[C@@H](C2)c2cccc(=O)n2C3)ccc2c3c(c(=O)oc12)CCCC3	1.7%	1%	-4%	-1.3	4%	i	18%	?	?

Results (from the top)
SMILES	Nrf2 ARE act	TGFb SMAD3 inh	MmCpn inh	CCT modulator	EPAC2 ag	pAkt inh	A549 viability	Nrf2 block	EPAC2 antag
COc1cc(-c2nc3ccccn3c2Nc2ccccc2C)ccc1O	10%	31%[activator]	/	/	/	/	1%	9%	/
CCc1c(O)nc(SCC(=O)Nc2ccccc2C)n(-c2ccc(C)cc2)c1=O	1.5%	-1%	2%	-1.6	3%	i	-5%	3%	0%
O=C(COc1ccc(C2SCCS2)cc1)Nc1ccc(Cl)cc1	-0.4%	-2%	0%	-3.1	7%	i	-4%	10%	1%
CC(C)c1ccc(S(=O)(=O)N2CCC(C(=O)NCc3ccco3)CC2)cc1	-0.5%	-8%	0%	0.6	2%	i	-3%	-24%	-2%
Cc1c(OCC(=O)N2C[C@H]3C[C@@H](C2)c2cccc(=O)n2C3)ccc2c3c(c(=O)oc12)CCCC3	1.7%	1%	-4%	-1.3	4%	i	18%	?	?
c1csc(C2CCCN2c2nc3nonc3nc2NC2CC2)n1 (stereo not drawn)	6.3%	-7%	5%	-3.6	8%	i	-3%	-11%	11%
CCCc1nc2ccc(Cl)cn2c1Cc1ccccc1OC	1.5%	?	/	0.9	6%	i	/	/	-29%
COc1ccc(C2=NOC(C(=O)NCc3ccccn3)C2)cc1OC (stereo not drawn)	-0.4%	0%	-1%	-1.3	-10%	i	15%	1%	0%
Cc1cc(C)nc(NS(=O)(=O)c2ccc(NC(=O)c3nc(SC(C)C)ncc3Cl)cc2)n1	5.6%	-14%	/	/	/	/	-2%	-27%	/
COc1ccc(CC(=O)N2CCN=C2SCc2ccc([N+](=O)[O-])cc2)cc1	6.2%	?	1%	0.5	6%	i	-8%	?	6%
CCCc1cc(C(=O)N2CCN(S(=O)(=O)c3ccc(OC)c(OC)c3)CC2)cs1	2.6%	?	1%	-1.9	12%	i	2%	6%	-3%
CC(C)c1ccc(NC(=O)Cn2c(=O)oc3ccccc32)cc1	-0.1%	-13%	-4%	-2.1	0%	i	9%	-34%	3%
CSc1ccccc1C(=O)NCc1ccc(S(N)(=O)=O)cc1	-1.8%	4%	3%	-1.7	8%	i	-21%	-17%	7%
Cc1ccc(N2CCN(S(=O)(=O)N3CCCCC3)CC2)c(C)c1	0.0%	-2%	3%	-0.3	8%	i	-15%	6.5µM*	?
Cn1c(=O)[nH]c(=O)c2c1nc(N1CCCCC1)n2CCOc1ccccc1	-0.7%	0%	1%	-0.5	3%	i	0%	/	-5%
COc1cc(N2C(=O)c3ccccc3C2=O)c(Cl)cc1C(=O)OCC(=O)N1CCOCC1	-0.2%	2%	0%	-3.7	5%	i	6%	-3%	-9%
CCc1ccc([C@@H]2CC(=O)[C@@H]3CN(S(=O)(=O)c4ccc(Cl)cc4)[C@H](c4ccc(C)cc4)C[C@@H]3N2S(=O)(=O)c2ccc(C)cc2)cc1	0.3%	-28%	/	2.1	-8%	i	/	/	0%
O=C1CN(c2cc(Cl)cc(Cl)c2)C(=O)CN1/N=C/c1cccnc1	-0.8%	15%	-3%	-3.2	5%	i	3%	-4%	2%
CCOC(=O)c1c(NC(=O)C2=C(C)NC(=S)NC2c2ccc(F)cc2)sc(C)c1C (stereo not drawn)	-0.1%	-26%	-14%	-4.5	12%	i	?	-29%	-7%
COC(=O)[C@]12CCCCC=C1N(CCC1=CCCCC1)C(=O)[C@H](CC(=O)NCc1ccccc1)C2	0.0%	/	/	0.2	3%	i	/	/	-9%
CCN(CC(=O)Nc1ccc([N+](=O)[O-])cc1OC)CC(=O)NC(C)(C)C	4.6%	17%	-3%	3.0	6%	i	1%	-1%	12%
COC(=O)c1ccc(CNC(=O)COC(=O)c2ccccc2-c2ccccc2)cc1	0.6%	-5%	0%	-1.3	3%	i	0%	2%	-2%
CCCCN(C(=O)CSc1nc2ccccc2n1CC)C1CCS(=O)(=O)C1 (stereo not drawn)	-0.6%	-2%	0%	0.3	-5%	i	2%	7%	16%
CCOC(=O)c1c(NC(=O)COc2ccccc2C#N)sc2c1CC(C)(C)NC2(C)C	2.5%	?	-13%	1.2	-1%	i	6%	8%	-9%
CN(C)CCOC(=O)/C(=C/c1cn(C)c2ccccc12)NC(=O)c1ccccc1	5.1%	-11%	-1%	2.1	8%	i	0%	1%	5%
NS(=O)(=O)c1ccc(CCNC(=O)c2cc(-c3ccc(Br)cc3)nc3ccccc23)cc1	-2.3%	?	?	-0.3	3%	i	-6%	?	-1%
COc1ccc(N2CCN(C(=O)COC(=O)CSc3ccccc3)CC2)cc1	-1.0%	7%	0%	-0.2	8%	i	-14%	1%	-5%
C(=C\c1ccccc1)/CN1CCN(C(c2cccc3ccccc23)c2nnnn2-c2ccc3c(c2)OCCO3)CC1 (stereo not drawn)	3.6%	-20%	/	-0.9	11%	i	/	/	10%
CCOC(=O)c1ccc(OCc2nc(-c3cccs3)no2)cc1	8.5%	-22%	3%	-4.1	18%	i	-4%	2%	0%
COc1ccc(CCNC(=O)COC(=O)CNS(=O)(=O)c2ccc(SC)c([N+](=O)[O-])c2)cc1	0.2%	-13%	-3%	-0.1	-4%	i	0%	4%	1%
COCCN(Cc1ccc(C)cc1)C(=O)[C@H]1O[C@@H](n2cnc3c(N)ncnc32)[C@H](O)[C@@H]1O	0.5%	?	/	1.4	9%	i	/	/	5%
CCOC(=O)c1ccc(Oc2nc(NC)nc(Nc3ccccc3)n2)cc1	-0.9%	21%	/	0.8	0%	i	-6%	-3%	-28%
COc1cc(-c2n[nH]c(=S)n2-c2ccc(Br)cc2)cc(OC)c1OC	-0.2%	1%	-7%	-0.6	9%	i	-4%	-13%	-10%
O=C(NNc1ccccc1)C(=O)N1CCCCC1	0.3%	-22%	-1%	-1.5	2%	i	1%	18%	5%
COc1ccc(-c2c3c(=O)n(C)c(=O)n(C)c3c3c(-c4cccc(C)c4)nc4ccccc4n23)cc1	0.3%	?	/	/	/	/	?	?	/
O=C(Nc1ccccc1C(=O)N1CCOCC1)C1CCCO1 (stereo not drawn)	-0.7%	-3%	-1%	-3.5	1%	i	-25%[1.84 µM]	6%	0%
CSc1n[nH]c(=O)n1-c1ccc(Cl)cc1	-0.5%	-4%	-1%	-1.9	11%	i	-3%	-10%	7%
COc1cc([N+](=O)[O-])ccc1NC(=O)Cc1ccccc1	-0.3%	-11%	-2%	-3.7	-2%	i	-5%	-12%	7%
COc1ccc(-c2nn(CC(=O)N(C)C)c(=O)c3ccccc23)cc1	-0.5%	-10%	0%	0.4	8%	i	5%	-19%	7%
COC(=O)c1scc(-c2ccc(C)cc2)c1S(=O)(=O)N1CCN(c2ccc(OC)cc2)CC1	5.3%	?	/	/	/	/	0%	-25%	/
O=C(CSc1nnc(-c2ccncc2)n1-c1ccccc1)N1CCN(c2ccc(Cl)cc2)CC1	-0.4%	-21%	1%	-2.1	-4%	i	11%	20%	6%
COc1ccc(NC(=O)c2sc3nc4c(cc3c2N)CN(C(C)C)CC4)c(OC)c1	4.6%	-15%	/	/	/	/	-5%	-25%	/

An excerpt from above in order of length of the SMILES, ascending:
SMILES	Nrf2 ARE act	TGFb SMAD3 inh	MmCpn inh	CCT modulator	EPAC2 ag	pAkt inh	A549 viability	Nrf2 block	EPAC2 antag
CSc1n[nH]c(=O)n1-c1ccc(Cl)cc1	-0.5%	-4%	-1%	-1.9	11%	i	-3%	-10%	7%
O=C(Nc1ccccc1C(=O)N1CCOCC1)C1CCCO1 (stereo not drawn)	-0.7%	-3%	-1%	-3.5	1%	i	-25%[1.84 µM]	6%	0%
CCOC(=O)c1c(NC(=O)COc2ccccc2C#N)sc2c1CC(C)(C)NC2(C)C	2.5%	?	-13%	1.2	-1%	i	6%	8%	-9%
